TDP1 cell CPT: DT40-hTDP1 cell growth loss with CPT | chicken DT40 Tdp1-/-;hTDP1 cells + 20 nM CPT, ATP luminescence, 48 h | Potency, µM (series often up to 46.2 µM), for inactives: top-dose activity change, negative = growth inhibition, usual class: inhibitors | 12% of 420,000 active; further: nearly all actives have a fitted effect of over 55% in size
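Chicken DT40 Tdp1-/- cells stably complemented with human TDP1 were seeded at 400 cells/well in medium containing 20 nM camptothecin, exposed to pin-transferred compounds, and grown at 37 °C for at least 48 hr. Viability was read as ATP luminescence.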
FEN1 inh: inhibitors of human flap endonuclease 1 | AID 588795 | Recombinant FEN1 flap cleavage, fluorescence, 15 min | 0.35% of 390,000 active | Potency, µM (highest dose often 114 µM), for inactives: at the top dose activity change, negative = inhibition, usual class: inhibitors; further: nearly all actives have a fitted effect of over 65% in size
Target sequence (P39748 whole entry, looked up): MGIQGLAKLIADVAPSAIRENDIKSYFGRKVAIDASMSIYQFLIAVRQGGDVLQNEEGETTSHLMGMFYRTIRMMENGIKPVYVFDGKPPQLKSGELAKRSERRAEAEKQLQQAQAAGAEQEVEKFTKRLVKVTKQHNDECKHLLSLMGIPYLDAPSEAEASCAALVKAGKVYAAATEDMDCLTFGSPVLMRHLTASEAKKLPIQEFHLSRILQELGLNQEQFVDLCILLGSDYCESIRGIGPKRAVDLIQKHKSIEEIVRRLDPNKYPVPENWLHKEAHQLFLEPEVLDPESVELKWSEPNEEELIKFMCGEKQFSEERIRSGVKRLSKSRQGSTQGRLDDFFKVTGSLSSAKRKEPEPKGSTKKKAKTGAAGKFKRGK
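FEN1 at 10 nM, compound pretreatment for 15 min (room temperature), 50 nM final substrate to initiate; endpoint reads at 0 and 15 min; DMSO-only plates used as vehicle background.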
N370S GC: inhibits or activates N370S mutant glucocerebrosidase | P04062 | N370S GC spleen homogenate, 4MU-glucoside fluorescence | 0.092% of 330,000 active | AID 2101 | Potency, µM (series often up to 59.4 µM), for inactives: at the highest dose activity change, negative = inhibition, hits mostly inhibitors;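 further: 0% = full enzyme activity and -100% = no enzyme basal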
Numbers without * were called inactive; & = joins results of further samples; [ ] = remark or other dose. The call rests on the fitted dose curve; in most records, active means well fitted curve in the direction sought with a large enough effect; inconclusive means small, poorly fitted or top-dose-only effect, or another doubt; inactive means no such curve, though single readings can be large; an effect the other way counts as inactive or inconclusive. Unless noted, on the % scale 0 is the no-effect control and ±100 the full control effect; potency means the concentration at half of the fitted maximal effect.

How did CN(CC1CCCO1)S(=O)(=O)c1ccc(C(=O)N2CCN(c3ccccc3)CC2)cc1 (stereo not drawn) do in these assays?
TDP1 cell CPT: 27.8%; FEN1 inh: -2.7%; N370S GC: 10.0%

What do the screens show for `Cc1ccccc1OCC(=O)OCC(=O)NCCc1ccccc1`?
TDP1 cell CPT: -8.7%; FEN1 inh: -7.9%

How did CC1CC(C)(C)CC2(C1)NC(=O)N(CC(=O)NCCc1c[nH]c3ccccc13)C2=O (stereo not drawn) do in these assays?
TDP1 cell CPT: 10.1%; FEN1 inh: -6.2%; N370S GC: 1.6%

What do the screens show for `COc1ccc(C(=O)CCC(=O)NCCc2c[nH]c3ccccc23)cc1`?
TDP1 cell CPT: -0.3%; FEN1 inh: 0.9%; N370S GC: -3.1%

How did C=CCNC(=S)NNC(=O)COc1cccc(Cl)c1 do in these assays?
TDP1 cell CPT: -21.3%; FEN1 inh: 12.7%; N370S GC: -0.7%

How did Clc1ccccc1-c1nn2c(-c3cc(-c4ccccc4)n[nH]3)nnc2s1 do in these assays?
TDP1 cell CPT: 12.6µM*; FEN1 inh: -0.8%

How did COc1ccccc1NC(=O)/C(C#N)=C/c1cccnc1 do in these assays?
TDP1 cell CPT: 2.8%; FEN1 inh: 12.2%; N370S GC: -1.6%

What do the screens show for `COC(=O)Cn1ncc2c3ccccc3n(C)c2c1=O`?
TDP1 cell CPT: inconclusive; FEN1 inh: -2.4%; N370S GC: -8.1%

How did Cc1nc(Cl)c2c(n1)N(CC(N)=O)C(=O)CO2 do in these assays?
TDP1 cell CPT: -2.5%; FEN1 inh: -6.7%; N370S GC: -19.4%

What do the screens show for `O=C(Cc1ccc(NC(=O)C2CCCN(C(=O)c3ccccc3)C2)cc1)Nc1ccc(C(=O)N2CCOCC2)cc1` (stereo not drawn)?
TDP1 cell CPT: inconclusive; FEN1 inh: -1.5%

How did CC(=O)N1CCc2c(sc3c2c(=O)n(-c2ccccc2)c(=O)n3Cc2cccc(C(F)(F)F)c2)C1 do in these assays?
TDP1 cell CPT: 16.4µM*; FEN1 inh: -3.7%

Results for O=C1OCCC1Sc1nc2ccccc2c(=O)n1Cc1ccc(F)cc1 (stereo not drawn) ?
TDP1 cell CPT: -4.0%; FEN1 inh: -7.8%; N370S GC: 6.7%

What do the screens show for `Cc1cc(C)nc(-n2nc(C)cc2NC(=O)c2cccc(S(=O)(=O)N(C)C)c2)n1`?
TDP1 cell CPT: -9.9%; FEN1 inh: 6.8%; N370S GC: -8.5%

Results for Nc1nc(SCC(=O)Nc2ccc(Cl)cc2C(F)(F)F)n[nH]1 ?
TDP1 cell CPT: inconclusive; FEN1 inh: 4.5%; N370S GC: -7.2%

How did CC(=O)c1ccc(NC(=S)N2CCN(CCN3C(=O)c4cccc5cccc(c45)C3=O)CC2)cc1 do in these assays?
TDP1 cell CPT: -9.1%; FEN1 inh: -0.2%; N370S GC: 10.6%

What do the screens show for `FC(F)(F)c1cc(CN2CCCC3(CCNCC3)C2)cc(C(F)(F)F)c1`?
TDP1 cell CPT: inconclusive; N370S GC: -6.4%

How did CCOC(=O)c1sc(NC(C)=O)c(C(=O)OCC)c1C do in these assays?
TDP1 cell CPT: -27.3%; FEN1 inh: -15.0%; N370S GC: 1.7%

How did Cc1cc(Cl)c(OCCOCCN2CCC(C)CC2)c(Br)c1 do in these assays?
TDP1 cell CPT: 23.1µM*; FEN1 inh: 2.9%; N370S GC: 13.3%

What do the screens show for `COc1ccc(-c2noc(CCCC(=O)NC3CCCCC3)n2)cc1OC`?
TDP1 cell CPT: 1.7%; FEN1 inh: -1.2%; N370S GC: -0.4%

What do the screens show for `CCOC(=O)c1cnn2c(C)cc(-c3ccccc3)nc12`?
TDP1 cell CPT: -11.2%; FEN1 inh: -2.7%; N370S GC: 12.4%

Results for O=C(C1=C(O)C(=O)N(CC2CCCO2)C1c1cccc(O)c1)c1ccco1 (stereo not drawn) ?
TDP1 cell CPT: 5.4%; FEN1 inh: 4.0%; N370S GC: 9.2%

What do the screens show for `COc1cc(OC)c(NC(=O)C(CC(C)C)N2Cc3ccccc3C2=O)cc1Cl` (stereo not drawn)?
TDP1 cell CPT: 14.6µM*; FEN1 inh: -28.2%

Results for O=S1(=O)CCOC[C@H](CC2CCCCC2)N1Cc1cccc(F)c1 ?
TDP1 cell CPT: inconclusive; FEN1 inh: 11.3%&18.4%; N370S GC: 1.3%

What do the screens show for `Cc1ccc2nccc(C(=O)N3CCCC(N4CCN(c5ccc(F)cc5)CC4)C3)c2c1` (stereo not drawn)?
TDP1 cell CPT: inconclusive; FEN1 inh: -2.3%; N370S GC: -3.4%

Results for CCCCN(C)C(=O)c1nc2ccccn2c1CN1CCC[C@H]1C(=O)OC ?
TDP1 cell CPT: inconclusive; FEN1 inh: 4.4%; N370S GC: 0.5%

Results for COc1ccc(NS(=O)(=O)c2cc(NC(=O)Cc3c(F)cccc3Cl)ccc2OC)cc1 ?
TDP1 cell CPT: inconclusive; FEN1 inh: -3.5%

Results for COc1ccc(N(CC(=O)Nc2cccc(C)c2)S(=O)(=O)c2ccc(C)cc2)cc1OC ?
TDP1 cell CPT: -7.1%; FEN1 inh: -0.6%; N370S GC: -2.9%

What do the screens show for `Cc1ccccc1CN1C(=O)/C(=C\c2ccc(C(=O)NCCN3CCOCC3)cc2)Sc2ccccc21`?
TDP1 cell CPT: inconclusive; FEN1 inh: -22.0%; N370S GC: inconclusive

How did CCc1ccc(CNC(=O)CSCc2cnn(-c3ccccc3)c2-n2cccc2)cc1 do in these assays?
TDP1 cell CPT: inconclusive; FEN1 inh: -23.8%

Results for O=C1c2ccccc2S(=O)(=O)N1Cc1nc2ccccc2s1 ?
TDP1 cell CPT: -2.2%; FEN1 inh: 12.9%; N370S GC: 29.1%

What do the screens show for `Cc1nn(C)c2c1c(C(F)(F)F)cc(=O)n2C(C)C(=O)NCCc1ccc(Cl)cc1` (stereo not drawn)?
TDP1 cell CPT: 14.6µM*; FEN1 inh: 2.1%

Results for O=C(N/N=C/c1ccccc1O)c1ccc2c(c1)OCO2 ?
TDP1 cell CPT: 5.17µM*; FEN1 inh: -7.9%; N370S GC: 3.7%

Results for CCCN(C(=O)c1cc(-c2ccco2)nc2ccccc12)c1c(N)n(Cc2ccccc2)c(=O)[nH]c1=O ?
TDP1 cell CPT: 4.6%; FEN1 inh: -16.7%; N370S GC: -17.0%

What do the screens show for `COc1ccc(CC(=O)OCC(=O)Nc2ncc(Cl)cc2Cl)cc1OC`?
TDP1 cell CPT: 20.4%; FEN1 inh: -8.6%; N370S GC: 0.3%[12.8 µM]

What do the screens show for `CCCC(=O)OCC(=O)Nc1cc([N+](=O)[O-])ccc1OC`?
TDP1 cell CPT: 2.4%; FEN1 inh: -15.2%; N370S GC: -16.3%

Results for CCOC(=O)C(Cc1ccccc1)C(=O)Nc1cccc2ccccc12 (stereo not drawn) ?
TDP1 cell CPT: -22.4%; FEN1 inh: 8.1%; N370S GC: 1.9%

Results for Cn1c(SCC(=O)Nc2ccccc2)nnc1-c1ccc2nonc2c1 ?
TDP1 cell CPT: 3.5%; FEN1 inh: 4.6%; N370S GC: -2.6%

Results for Cc1ccc(CC(=O)NCCCn2ccnc2)cc1 ?
TDP1 cell CPT: -6.1%; FEN1 inh: 8.6%; N370S GC: 1.9%

How did COC(=O)c1nc2n(n1)C(c1cccc(Cl)c1)C(C(=O)Nc1ccccc1OC)=C(C)N2 (stereo not drawn) do in these assays?
TDP1 cell CPT: 13.4%; FEN1 inh: 0.8%

What do the screens show for `CCCOc1ccc(-c2c(C(=O)N/N=C/c3cccnc3)nnn2-c2nonc2N)cc1`?
TDP1 cell CPT: 10.1%; FEN1 inh: -2.2%; N370S GC: -5.2%

How did Cc1ccccc1-n1c(SC2CCOC2=O)nnc1-c1ccncc1 (stereo not drawn) do in these assays?
TDP1 cell CPT: 15.2%; FEN1 inh: -2.8%; N370S GC: 5.7%

How did Cc1cc(C)c(S(=O)(=O)Nc2ccc(C(=O)O)cc2)cc1S(=O)(=O)Nc1ccc(C(=O)O)cc1 do in these assays?
TDP1 cell CPT: 0.0%; FEN1 inh: 0.1%

What do the screens show for `C=CCNC(=S)/N=c1/ccccn1CC`?
TDP1 cell CPT: -27.6%; FEN1 inh: 6.2%; N370S GC: 4.6%

Results for CN(CC(=O)Nc1ccc(Cl)c(C(F)(F)F)c1)C(=O)Cc1c[nH]c2ccccc12 ?
TDP1 cell CPT: -16.0%; FEN1 inh: -20.1%; N370S GC: -5.3%

What do the screens show for `CCOc1ccc(Br)cc1S(=O)(=O)Nc1ccc(NC(=O)c2ccccc2F)cc1`?
TDP1 cell CPT: inconclusive; FEN1 inh: -18.7%; N370S GC: -0.7%

Gathered by group: the compounds so far containing a furan ring, fused or not
Results for O=C(C1=C(O)C(=O)N(CC2CCCO2)C1c1cccc(O)c1)c1ccco1 (stereo not drawn) ?
TDP1 cell CPT: 5.4%; FEN1 inh: 4.0%; N370S GC: 9.2%

Results for CCCN(C(=O)c1cc(-c2ccco2)nc2ccccc12)c1c(N)n(Cc2ccccc2)c(=O)[nH]c1=O ?
TDP1 cell CPT: 4.6%; FEN1 inh: -16.7%; N370S GC: -17.0%

Structures listed so far that contain two or more sulfur atoms (2):
Results for O=C1c2ccccc2S(=O)(=O)N1Cc1nc2ccccc2s1 ?
TDP1 cell CPT: -2.2%; FEN1 inh: 12.9%; N370S GC: 29.1%

How did Cc1cc(C)c(S(=O)(=O)Nc2ccc(C(=O)O)cc2)cc1S(=O)(=O)Nc1ccc(C(=O)O)cc1 do in these assays?
TDP1 cell CPT: 0.0%; FEN1 inh: 0.1%

The results go on.
What do the screens show for `c1ccc(SCc2cn(C[C@H]3CC[C@@H]([C@@H]4CC[C@H](Cn5cc(CSc6ccccc6)nn5)O4)O3)nn2)cc1`?
TDP1 cell CPT: inconclusive; FEN1 inh: -6.1%; N370S GC: -1.4%

Results for COc1ccccc1-c1cc(C(=O)N2CCN(c3ccc(F)cc3)CC2)no1 ?
TDP1 cell CPT: inconclusive; FEN1 inh: 0.6%; N370S GC: -28.0%

Results for COc1ccc(C(=O)c2cnc3ccccc3c2-c2ccccc2)cc1 ?
TDP1 cell CPT: -20.7%; FEN1 inh: -22.6%; N370S GC: 9.0%

How did CC(C)CCNC(=O)C(C)N(Cc1ccc(F)cc1)C(=O)c1ccc(CN2CCOCC2)o1 (stereo not drawn) do in these assays?
TDP1 cell CPT: 9.0%; FEN1 inh: -3.4%; N370S GC: 0.2%

What do the screens show for `CC(=O)c1sc(NC(=O)c2ccc(C)cc2)nc1C`?
TDP1 cell CPT: 1.9%; FEN1 inh: 8.4%; N370S GC: -0.7%

Results for Clc1ccc(Cn2nnc3ccccc32)cc1 ?
TDP1 cell CPT: -6.2%; FEN1 inh: 11.6%; N370S GC: -6.1%

Results for Cc1ccc(N2NC3(CCN(C(N)=O)CC3)NC2=O)cc1 ?
TDP1 cell CPT: -2.1%; FEN1 inh: -0.3%; N370S GC: 8.0%

How did Cc1ccc(S(=O)(=O)N2CCCCC2CCNC(=O)C(=O)NCc2ccccc2)cc1 (stereo not drawn) do in these assays?
TDP1 cell CPT: 3.26µM*; FEN1 inh: 13.0%; N370S GC: -16.3%

How did CC(C)n1c(O)c(N=Nc2ccc(Cl)nn2)c2ccccc21 do in these assays?
TDP1 cell CPT: inconclusive; FEN1 inh: -5.7%; N370S GC: 24.1%

How did CN(C)Cc1cc(C(C)(C)c2ccccc2)ccc1O do in these assays?
TDP1 cell CPT: 23.1µM*; FEN1 inh: -0.8%

Results for CCc1nc(-c2ccccc2)cc(=O)[nH]1 ?
TDP1 cell CPT: 7.4%; FEN1 inh: -1.3%; N370S GC: 5.8%

Results for Cc1oc(-c2ccccc2F)nc1CSCC(=O)NC1CC1 ?
TDP1 cell CPT: inconclusive; FEN1 inh: 3.2%; N370S GC: -1.3%

How did CCOC(=O)CN1C(=O)S/C(=C/c2ccc(N3CCCCC3)o2)C1=O do in these assays?
TDP1 cell CPT: -21.5%; FEN1 inh: 2.4%; N370S GC: -1.3%

What do the screens show for `Cc1ccc(C(=O)Nc2ccc(Cc3ccncc3)cc2)cc1[N+](=O)[O-]`?
TDP1 cell CPT: 20.6µM*; FEN1 inh: 4.4%; N370S GC: 16.1%

Four compounds already listed, arranged by number of heavy atoms, ascending.
Results for CCc1nc(-c2ccccc2)cc(=O)[nH]1 ?
TDP1 cell CPT: 7.4%; FEN1 inh: -1.3%; N370S GC: 5.8%

What do the screens show for `CCOC(=O)c1cnn2c(C)cc(-c3ccccc3)nc12`?
TDP1 cell CPT: -11.2%; FEN1 inh: -2.7%; N370S GC: 12.4%

Results for Cn1c(SCC(=O)Nc2ccccc2)nnc1-c1ccc2nonc2c1 ?
TDP1 cell CPT: 3.5%; FEN1 inh: 4.6%; N370S GC: -2.6%

What do the screens show for `COc1cc(OC)c(NC(=O)C(CC(C)C)N2Cc3ccccc3C2=O)cc1Cl` (stereo not drawn)?
TDP1 cell CPT: 14.6µM*; FEN1 inh: -28.2%

Some of the compounds tested, so the mix of outcomes need not match the whole.
